# High-throughput results from PubChem.
# Vif-A3G inh: qHTS for Inhibitors of Vif-A3G Interactions: qHTS | DNA dC->dU-editing enzyme APOBEC-3G (Homo sapiens), Q9HC16 | HeLa A3G-eYFP + Vif (tagged APOBEC3G with the HIV-1 protein that degrades it), YFP fluorescence, overnight | Potency, µM (highest dose often 46.1 µM), for the others: at the highest dose activity, negative = active, usual class: inhibitors | hit rate 0.076% among 410,000;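 note: potency is the fitted concentration of half-maximal effect; % is set by controls: 0 for no effect and ±100 for the full control effect; nearly all actives have a fitted effect of over 60% in size; hits raise eYFP signal because A3G escapes Vif-driven loss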
#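 Read-out is eYFP fluorescence (Ex 488/Em 500-530) from Vif-expressing HeLa A3G-eYFP cells; more signal means A3G escaped Vif-mediated degradation. Cells plated overnight, compound pinned in, incubated overnight at 37 deg C.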
# Vif-APOBEC3F blk: qHTS for Inhibitors of Vif-A3F Interactions: qHTS | hit rate 0.2% among 390,000 | HeLa A3F-eYFP + Vif (tagged APOBEC3F with the HIV-1 protein that degrades it), YFP fluorescence increase | Potency, µM (top dose mostly 46.1 µM), without a hit: at the top dose activity, negative = active; note: potency is the fitted concentration of half-maximal effect; % of control where 0% means no effect; nearly all actives have a fitted effect of over 65% in size
#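 Fluorescence increase (Ex 488/Em 500-530) after overnight compound treatment at 37 deg C flags inhibition of Vif-driven A3F-eYFP loss in stable HeLa A3F-eYFP/Vif cells seeded overnight beforehand.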
# TrxR1 substrate: qHTS Assay for Substrates of Mammalian Selenoprotein Thioredoxin Reductase 1 (TrxR1): qHTS; Thioredoxin reductase 1, cytoplasmic (Rattus norvegicus), O89049; purified TrxR1 substrate turnover, NADPH consumption readout; Potency, µM (top dose mostly 114 µM), without a hit: top-dose activity change, negative = substrate turnover; hit rate 0.01% among 390,000; note: potency is the fitted concentration of half-maximal effect; % is set by controls: 0 for no effect and ±100 for the full control effect; nearly all actives have a fitted effect of over 50% in size
#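 Rat TrxR1, dispensed at 90 nM, was prereduced with 400 uM NADPH (final) for 5 min at ~22 deg C, then incubated with compound 15 min before 400 uM selenite. A first-read NADPH fluorescence drop versus no-compound background flagged substrates.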
# RGS4 inhibitor: Inhibitors of Regulator of G Protein Signaling (RGS) 4: qHTS | Regulator of G-protein signaling 4 (Homo sapiens), P49798 | Transcreener GDP fluorescence polarization, RGS4-accelerated GTP hydrolysis | Potency, µM (doses to about 114 µM), inactives show at the top dose activity change, negative = inhibition, usual class: inhibitors | hit rate 0.039% among 390,000; note: potency is the fitted concentration of half-maximal effect; % is set by controls: 0 for no effect and ±100 for the full control effect; nearly all actives have a fitted effect of over 75% in size; some results filed as inactive show a strong effect at the top dose
# Target sequence (P49798 whole entry, looked up): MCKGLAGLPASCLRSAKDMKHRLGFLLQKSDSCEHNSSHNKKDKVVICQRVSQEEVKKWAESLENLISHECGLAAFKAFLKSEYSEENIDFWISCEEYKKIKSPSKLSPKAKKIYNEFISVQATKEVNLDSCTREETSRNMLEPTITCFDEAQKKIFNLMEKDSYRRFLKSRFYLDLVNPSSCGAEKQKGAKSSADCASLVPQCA
#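 MLSMR compounds (23 nl, pin-transferred) preincubated 10 min at room temperature with a 500nM (2x) first reagent, then RGS4 at 900nM (2x) plus Transcreener GDP mix added; fluorescence polarization (620/688 nm) read before and after 90 min at 30 °C.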
# LDHA inh: qHTS assay for inhibitors of human lactate dehydrogenase; L-lactate dehydrogenase A chain (Homo sapiens), P00338; purified LDHA, NADH/diaphorase-resazurin fluorescence; active compounds read low; activity change, % (values are at about 110 or 230 µM); hit rate 0.15% among 480,000; AID 1347041, 2019; in the data active = activity change below about -30%; inconclusive = mostly about -25% to -30%;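 note: plate controls were DMSO wells for no effect and wells without enzyme for full effect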
#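 Remaining NADH was detected by diaphorase (0.133 mg/mL) converting 37 µM resazurin to fluorescent resorufin, read at 0 and 20 minutes. The preceding 5-minute room-temperature reaction used 2 nM LDHA, 0.2 mM sodium pyruvate and 0.06 mM NADH at pH 7.4.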
# GRP78 ERSR act: qHTS for Inducers of the Endoplasmic Reticulum Stress Response (ERSR) in Human Glioma: qHTS | U87-MG GRP78 promoter luciferase reporter, 16 h | Potency, µM, inactives show top-dose activation, usual class: activators | hit rate 0.02% among 420,000 | AID 602332, 2012; note: potency is the fitted concentration of half-maximal effect; series mostly up to about 76 µM; % of control where 0% means no effect; nearly all actives have a fitted effect of over 35% in size
#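 Stably transfected U87-MG glioma cells carrying a GRP78-based luciferase sensor; 16 h compound incubation. Luminescence end-point read 10 min after Bright-Glo addition at room temperature.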
# USP1-UAF1 inh: Inhibitors of USP1/UAF1: Primary Screen | Potency, µM (titrated, usually from 57.1 µM), for the others: at the highest dose activity change, negative = inhibition, usual class: inhibitors | Ubiquitin carboxyl-terminal hydrolase 1 (Homo sapiens), O94782 | recombinant USP1/UAF1, Ub-Rhodamine cleavage fluorescence | hit rate 0.23% among 390,000; note: potency is the fitted concentration of half-maximal effect; % is set by controls: 0 for no effect and ±100 for the full control effect; nearly all actives have a fitted effect of over 60% in size; inactives centre near -12
# Target sequence (O94782 whole entry, looked up): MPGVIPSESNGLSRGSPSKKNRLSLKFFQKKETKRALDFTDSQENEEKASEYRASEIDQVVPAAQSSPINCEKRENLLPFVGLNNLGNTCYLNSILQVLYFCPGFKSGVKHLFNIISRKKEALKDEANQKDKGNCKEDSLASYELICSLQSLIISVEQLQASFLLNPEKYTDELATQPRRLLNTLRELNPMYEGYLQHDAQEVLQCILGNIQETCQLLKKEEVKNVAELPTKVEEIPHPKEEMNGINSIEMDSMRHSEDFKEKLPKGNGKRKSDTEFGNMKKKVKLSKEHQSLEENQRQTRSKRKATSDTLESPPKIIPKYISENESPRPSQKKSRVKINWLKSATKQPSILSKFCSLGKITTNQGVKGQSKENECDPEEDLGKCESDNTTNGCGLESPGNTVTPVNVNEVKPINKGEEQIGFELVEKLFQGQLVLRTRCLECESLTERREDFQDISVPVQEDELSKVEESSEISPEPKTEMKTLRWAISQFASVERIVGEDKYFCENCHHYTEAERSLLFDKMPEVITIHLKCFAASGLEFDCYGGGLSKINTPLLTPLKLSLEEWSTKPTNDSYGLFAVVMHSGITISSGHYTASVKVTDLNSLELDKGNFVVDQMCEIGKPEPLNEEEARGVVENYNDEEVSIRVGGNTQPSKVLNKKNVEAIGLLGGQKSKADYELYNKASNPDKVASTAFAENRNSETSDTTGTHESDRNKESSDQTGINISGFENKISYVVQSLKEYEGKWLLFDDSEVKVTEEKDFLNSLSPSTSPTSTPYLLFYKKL
#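 Step one: compound is pinned into 1nM USP1/UAF1 in HEPES pH 7.8 buffer with TCEP. Step two: 15 min room-temperature incubation. Step three: Ub-Rho (150nM final) starts cleavage, tracked by fluorescence over six one-minute reads.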
# TrxR1 inh: qHTS Assay for Inhibitors of Mammalian Selenoprotein Thioredoxin Reductase 1 (TrxR1): qHTS; recombinant rTrxR1, NADPH fluorescence consumption, selenite substrate; Potency, µM (titrated, usually from 114 µM), without a hit: at the top dose activity change, negative = inhibition, most hits filed as inhibitors; hit rate 1% among 390,000; Thioredoxin reductase 1, cytoplasmic (Rattus norvegicus), O89049; note: potency is the fitted concentration of half-maximal effect; % is set by controls: 0 for no effect and ±100 for the full control effect; nearly all actives have a fitted effect of over 65% in size
#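 Rat TrxR1 (90 nM in the dispensed reagent) was pre-reduced with 400 uM NADPH for 5 min at room temperature, then incubated with compound for 15 min. After 400 uM selenite was added, NADPH fluorescence (Ex 340/Em 450 nm) was followed for 8 min.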
# mIDH1 inhibitor: qHTS for Inhibitors of mutant isocitrate dehydrogenase 1 (IDH1): qHTS. Potency, µM (top dose mostly 76.6 µM), without a hit: at the highest dose activity change, negative = inhibition, usual class: inhibitors. hit rate 0.093% among 390,000. IDH1-R132H enzyme, NADPH consumption, diaphorase/resazurin fluorescence; note: potency is the fitted concentration of half-maximal effect; % is set by controls: 0 for no effect and ±100 for the full control effect; nearly all actives have a fitted effect of over 65% in size
#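 IDH1-R132H (0.5 ug/mL dispensed) in pH 7.5 Tris buffer was preincubated 30 min with compound, then given a substrate mix of 0.016 mM NADPH and 2 mM alpha-KG for 80 min at room temperature; remaining NADPH was read by diaphorase/resazurin fluorescence.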
# The depositor's hits bear a star; ? = inconclusive; . = not tested or not shown; & = joins results of further samples; [ ] = dose if it differs, or a comment. Unless noted, calls come from the whole dose curve; as a rule, active = well fitted curve in the direction sought with a large enough effect; inconclusive = small, poorly fitted or top-dose-only effect, or another doubt; inactive = no such curve, though single readings can be large; an effect the other way counts as inactive or inconclusive.
entry	smiles	Vif-A3G inh	Vif-APOBEC3F blk	TrxR1 substrate	RGS4 inhibitor	LDHA inh
1	CSc1nc(-c2ccccc2)nc(N2CCOCC2)c1C(C)=O	-7%	0%	-4%	-8%	1
2	COc1cc2c(cc1OC)CN(C(=O)CSc1ccc(F)cc1)CC2	1%	0%	-6%	0%	-4
3	Cc1ccc(C(=O)CSc2nnc(C)s2)cc1	0%	5%	-2%	-9%	0
4	COc1cccc(NC(=O)C2CCN(S(=O)(=O)c3ccc4[nH]c(=O)oc4c3)CC2)c1	0%	6%	11%[57.1 µM]	6%[56.9 µM]	0
5	O=C(c1cc2ccccc2o1)c1nc2c(n1O)CCCCC2	2%	-1%	-13%	-26%	5
6	CC(C)CCc1noc(CN2CCN(c3ccc(Cl)cn3)CC2)n1	-2%	-5%	0%	26%	-7
7	COC(=O)/C=C/S(=O)(=O)c1ccc(NC(C)=O)cc1	-4%	-9%	-3%	26%	0
8	COc1ccc(OC)c(C(=O)CCCCC(=O)c2cc(OC)ccc2OC)c1	2%	3%	.	.	-2
9	Cn1c(SCC(=O)NCc2ccc3c(c2)OCO3)nc2c(c1=O)SCC2	0%	2%	-11%	-23%	-7
10	c1ccc(CNc2ncnc3sc4c(c23)CCCC4)nc1	-3%	7%	5%[57.1 µM]	4%	-9
11	CN(C)c1ccc(C=c2c3ccccc3n3c2cc(-c2ccc(Cl)cc2)[n+]3C)cc1	-19%	?	4%	?	28
12	N#C/C(=C\c1ccc(OCc2ccc(C(=O)O)cc2)cc1)C(=O)NCc1ccccc1	2%	0%	-11%	?	-1
13	Cc1ccc(CNC(=S)Nc2ccc(OC(F)F)cc2C)cc1	-1%	-20%	-1%	-22%	-8
14	Cn1c(-c2ccccc2)cc(=O)n1-c1ccccc1	1%	1%	-9%[2.29 µM]	-4%	0
15	COc1ccccc1C1CCCN1Cc1nc(-c2cc3c(cc2Cl)OCO3)oc1C (stereo not drawn)	-7%	-20%	-4%	17%	-3

entry	GRP78 ERSR act	USP1-UAF1 inh	TrxR1 inh	mIDH1 inhibitor
1	-3%	?	6%	-2%
2	-4%	-11%	11%	-5%
3	-7%	-17%	-15%	3%
4	-2%	-16%	24%[57.1 µM]	-3%
5	-7%	-19%	-16%	2%
6	-1%	-18%	24%	5%
7	2%	-10%	0%	9%
8	-5%	-16%	.	2%
9	-3%	4%	-9%	-6%
10	-2%	-20%	13%[57.1 µM]	3%
11	2%	-20%	-17%	-5%
12	?	-21%	-20%	6%
13	-1%	-19%	3%	2%
14	2%	13%	-7%[2.29 µM]	0%
15	-4%	-11%	4%	4%

entry	smiles	Vif-A3G inh	Vif-APOBEC3F blk	TrxR1 substrate	RGS4 inhibitor	LDHA inh
16	COCCNC(=O)c1ccc(C2SCC(=O)N2CCc2ccccc2)cc1 (stereo not drawn)	1%	-2%	-5%	-12%	-9
17	Cc1ccc(S(=O)(=O)/N=C(/NC(=S)Nc2c(C)n(C)n(-c3ccccc3)c2=O)c2ccccc2)cc1	0%	-5%	5%	-5%	-1
18	CC(=O)NC(CC(C)C)C(=O)NC(CO)C(=O)NC(CCC(=O)O)C(=O)NC(C)C(=O)NC(CC(C)C)C(N)=O (stereo not drawn)	3%	0%	6%[57.1 µM]	15%	-18
19	COC(=O)Nc1nc(Sc2ncc(C(F)(F)F)cc2Cl)n[nH]1	-5%	-10%	10%	-7%	-5
20	O=C(CCc1ccc(S(=O)(=O)N2CCOCC2)cc1)N1CCCC1	0%	0%	2%[57.1 µM]	5%	-1
21	O=C1c2ccccc2C(=O)N1CCCCN(C(=O)c1cc2ccccc2oc1=O)c1ccc(Cl)cc1	-6%	-2%	-3%	-5%	2
22	CCOc1ccccc1NC(=O)CCNS(=O)(=O)c1ccc2c(c1)CCN2C(=O)C1CC1	1%	2%	1%[57.1 µM]	-3%	-3
23	C/C(=N\NS(C)(=O)=O)c1ccccc1	0%	2%	7%	-24%	-3
24	COc1ccc(N2CCN(C(=O)c3oc4ccccc4c3C)CC2)cc1	0%	9%	-9%[57.1 µM]	-38%	-1
25	O=C(CN1CCN(Cc2ccccc2)CC1)Nc1ccc2c(c1)CCC2	0%	0%	5%[57.1 µM]	14%	-4
26	CC(=O)CCN1CCOCC1	0%	1%	6%[57.1 µM]	18%	-9
27	CCCC(=O)N(C)c1ccc(/C=C2\C=Cc3ccccc32)cc1	-25%	.	-7%	.	8
28	COc1ccc(C(=O)N/C(=C\c2ccc(OC)c(OC)c2)C(=O)N2CCCCC2)cc1	-6%	5%	12%[0.0914 µM]	-20%	-12
29	Cc1c(C(=O)N2CCOCC2)oc2ccc(S(=O)(=O)N3CCCCCC3)cc12	-6%	.	-4%	-11%	-4
30	COc1cc(O)oc1C=Nc1ccc(Oc2ccccc2)cc1	2%	-2%	2%[57.1 µM]	-16%	-2

entry	GRP78 ERSR act	USP1-UAF1 inh	TrxR1 inh	mIDH1 inhibitor
16	-4%	-11%	7%	-4%
17	-4%	-20%	9%	1%
18	-4%	?	39%[activator][57.1 µM]	5%
19	-1%	-18%	19%	0%
20	5%	-11%	13%[57.1 µM]	2%
21	-5%	-11%	12%	2%
22	-3%	-12%	23%[57.1 µM]	-19%
23	2%	-14%	16%	-2%
24	-4%	-18%	13%[57.1 µM]	8%
25	-3%	1%	16%[57.1 µM]	21%
26	-1%	-13%	-21%[57.1 µM]	4%
27	-2%	.	20µM*	.
28	7%	-10%	18%[57.1 µM]	3%
29	-3%	-22%	-3%	-1%
30	2%	-18%	-17%[57.1 µM]	12%

# An excerpt from above in order of heavy-atom count, descending:
entry	smiles	Vif-A3G inh	Vif-APOBEC3F blk	TrxR1 substrate	RGS4 inhibitor	LDHA inh
24	COc1ccc(N2CCN(C(=O)c3oc4ccccc4c3C)CC2)cc1	0%	9%	-9%[57.1 µM]	-38%	-1
13	Cc1ccc(CNC(=S)Nc2ccc(OC(F)F)cc2C)cc1	-1%	-20%	-1%	-22%	-8
3	Cc1ccc(C(=O)CSc2nnc(C)s2)cc1	0%	5%	-2%	-9%	0

entry	GRP78 ERSR act	USP1-UAF1 inh	TrxR1 inh	mIDH1 inhibitor
24	-4%	-18%	13%[57.1 µM]	8%
13	-1%	-19%	3%	2%
3	-7%	-17%	-15%	3%

# Later entries:
entry	smiles	Vif-A3G inh	Vif-APOBEC3F blk	TrxR1 substrate	RGS4 inhibitor	LDHA inh
31	CCOc1ccc2nc(N3CCN(C(=O)C(C)C)CC3)sc2c1	3%	1%	1%[57.1 µM]	-27%	-3
32	CC(=O)c1sc2nc(C)c3c(c2c1N)CCCC3	0%	4%	41%	11%	4
33	COc1cccc(CN(CC(=O)NCc2ccccc2)S(=O)(=O)CCl)c1	-2%&-4%	6%	-6%&4%	11%	0
34	COc1ccc(N2CCN(C(=O)CSc3n[nH]c(-c4ccccc4Cl)n3)CC2)cc1	-1%	1%	0%[57.1 µM]	-8%	7
35	COc1ccc(C2=CSC3=NCCN23)cc1F	-1%	7%	10%[57.1 µM]	-53%	1
36	COc1cccc(CNC(=O)C2CCN(c3nnc(N4CCCC4=O)s3)CC2)c1	-4%	-11%	4%[57.1 µM]	-27%	-8
37	COc1ccc(N2C(=O)CC(N3CCN(c4ccccc4OC)CC3)C2=O)cc1 (stereo not drawn)	-2%	0%	-1%	-3%	1
38	Cc1cc(C)cc(C(=O)NCC(=O)N2CCC(C(N)=O)CC2)c1	-11%	2%	2%	0%	-2
39	CCN1C[C@@H]2[C@@H]3C(=O)N(C)C(=O)[C@@H]3[C@](C)(C1=O)N2C(=O)c1ccc(F)cc1	2%	0%	2%	2%	-4
40	Cc1c(Cl)cccc1NCC(=O)Nc1ccc(Cl)cc1F	-4%	-19%	-2%	-10%	-2
41	CN(C)c1nnnn1-c1ccc(Oc2ccccc2)cc1	1%	0%	3%[57.1 µM]	-20%	-9

entry	GRP78 ERSR act	USP1-UAF1 inh	TrxR1 inh	mIDH1 inhibitor
31	4%	-21%	16%[57.1 µM]	2%
32	2%	?	3%[57.1 µM]	17%
33	-2%&-3%	-6%	13%[57.1 µM]	17%
34	-1%	-8%	27%[57.1 µM]	-17%
35	4%	1%	8%[57.1 µM]	-1%
36	-6%	-10%	20%	10%
37	1%	-14%	-14%	4%
38	2%	6%	7%	-8%
39	-5%	-19%	17%	0%
40	2%	-28%	2%	-1%
41	2%	-16%	13%[57.1 µM]	-3%

# A portion of the library; the hit share may differ from the screen's.
